CAL PDZ FP-1 – inhibitors of human CAL PDZ peptide binding | purified CAL PDZ, TMR-peptide fluorescence polarization, 1 h | AID 504414 | inhibition, % at 20 µM | hit rate 0.02% among 330,000;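 active means highest replicate inhibition of at least 40%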;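 further: plate controls were DMSO neutral control wells for no effect and unlabeled competitor peptide control wells for full effect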
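material = purified tagged CAL PDZ domain construct (CerCALP) | compound dosing = 20 µM, one dose | times = 1 h at RT | measured by = fluorescence polarization from S- and P-plane intensities, G-factor corrected | read-out = inhibition from polarization loss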
CAL PDZ FP-2 – blocks peptide binding to the human CAL PDZ domain; inhibition, % at 24.9 µM; AID 602252; purified CAL PDZ, TMR-peptide fluorescence polarization, 1 h; hit rate 0.92% among 300,000;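 active means mean inhibition of at least 30% with at least half of replicates also reaching 30%; inconclusive means no clear call, values can overlap the other calls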;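 further: 0% = DMSO neutral control and 100% = excess unlabeled competitor peptide PRC23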
Keap1 Nrf2 FP – disrupts human Keap1 binding to Nrf2 peptide; Keap1 Kelch-Nrf2 peptide fluorescence polarization, 1536-well; inhibition, % at 9.4 µM; hit rate 0.15% among 340,000; Q14145; in the data active means inhibition above about 12%; inconclusive means no clear call, values can overlap the other calls; inactive means below about 7.3%;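 further: human Keap1 Kelch domain with fluorescein labeled Nrf2 9mer peptide probe; 0% = neutral control wells and 100% = peptide positive control; higher means more block of Keap1 binding to Nrf2 peptide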
cardiac RTF act – cardiac RTF calcium sensitization; IANBD-labeled TnC RTF fluorescence at EC20 calcium; 0% EC20 calcium, 100% full calcium; activation, % at 7.2 µM; P19429+P45379; hit rate 0.24% among 340,000;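 active means activation above the mean over all tested compounds plus 3 SD, cut at about 30% in these data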;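 further: rise in fluorescence read as greater calcium sensitivity of cardiac thin filaments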
Rtt109 HAT inh – blocks Candida albicans Rtt109/Vps75 acetyltransferase activity | Q5AAJ8 | purified Rtt109/Vps75, ThioGlo CoA-SH fluorescence, 4 h | inhibition, % at 34.9 µM | hit rate 0.16% among 330,000 | AID 540336;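 active means inhibition of at least 50% in every replicate; inconclusive means best replicate reaches 50% inhibition but some replicates fall short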
DAGLB inh – blocks human DAGLB lipase activity; hit rate 0.059% among 340,000; HEK293T DAGLB membrane lysate, EnzChek fluorogenic substrate; inhibition, % at 5.17 µM; Q8NCG7; in the data active means inhibition above about 34%;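 further: 0% = enzyme with vehicle and 100% = wells lacking enzyme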
Target sequence (Q8NCG7 whole entry, looked up): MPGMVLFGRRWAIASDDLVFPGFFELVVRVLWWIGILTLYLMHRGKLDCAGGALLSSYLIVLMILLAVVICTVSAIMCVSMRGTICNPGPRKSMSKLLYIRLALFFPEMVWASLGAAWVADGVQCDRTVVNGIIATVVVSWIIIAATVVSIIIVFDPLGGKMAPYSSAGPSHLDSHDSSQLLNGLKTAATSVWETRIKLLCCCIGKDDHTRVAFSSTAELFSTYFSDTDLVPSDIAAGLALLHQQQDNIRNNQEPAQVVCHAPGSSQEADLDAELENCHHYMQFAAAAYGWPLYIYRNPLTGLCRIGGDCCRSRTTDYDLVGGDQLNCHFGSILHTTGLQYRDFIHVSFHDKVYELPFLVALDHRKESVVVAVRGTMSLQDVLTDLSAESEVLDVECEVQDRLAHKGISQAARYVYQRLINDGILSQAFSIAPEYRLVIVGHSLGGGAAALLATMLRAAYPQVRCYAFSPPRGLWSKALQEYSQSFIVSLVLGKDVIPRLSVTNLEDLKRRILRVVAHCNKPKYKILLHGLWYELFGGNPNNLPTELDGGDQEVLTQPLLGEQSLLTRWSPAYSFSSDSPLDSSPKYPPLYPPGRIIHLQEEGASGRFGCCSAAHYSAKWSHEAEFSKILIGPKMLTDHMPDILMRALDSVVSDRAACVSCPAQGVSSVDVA
C-LANA FP – KSHV C-LANA DNA binding inhibition; hit rate 0.078% among 340,000; inhibition, % at 9 µM; MBP-C-LANA/FAM-LBS DNA binding, fluorescence polarization;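 active means highest replicate inhibition at or above 60% at 9 µM, even if other replicates fall short; inactive means all replicates below 60% inhibition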;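 further: 0% = neutral control wells and 100% = 4 µM acridine orange control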
PKA-R2B activ – PKA-R2B complex activation. P22694+P31323. hit rate 0.079% among 340,000. PKA-R2B holoenzyme dissociation, Cy5-IP20 fluorescence polarization; R2B truncated from residue 108, S112A mutant; 0% DMSO only, 100% 113 µM cGMP. activation, % at 11.4 µM;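 active means activation above a cutoff set at the mean over all compounds plus 3 SD, cut at about 18% in these data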;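 further: higher means more holoenzyme dissociation and a rise in polarization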
Target sequence (P31323 whole entry, looked up, other chains not shown, the tested form may be a part): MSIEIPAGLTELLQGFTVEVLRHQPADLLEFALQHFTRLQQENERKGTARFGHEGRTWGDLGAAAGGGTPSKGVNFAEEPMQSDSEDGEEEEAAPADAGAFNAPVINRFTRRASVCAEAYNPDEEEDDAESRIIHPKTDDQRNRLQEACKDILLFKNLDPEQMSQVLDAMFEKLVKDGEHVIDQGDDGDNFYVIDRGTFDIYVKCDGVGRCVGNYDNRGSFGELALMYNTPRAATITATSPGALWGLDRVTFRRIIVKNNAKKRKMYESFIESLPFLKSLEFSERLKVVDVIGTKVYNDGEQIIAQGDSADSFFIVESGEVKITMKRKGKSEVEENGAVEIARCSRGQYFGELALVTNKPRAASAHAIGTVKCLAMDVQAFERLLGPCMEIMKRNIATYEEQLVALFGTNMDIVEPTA
SR-BI uptake up – enhances SR-BI lipid uptake from DiI-HDL. CHO ldlA[mSR-BI] cells, DiI-HDL uptake fluorescence, 3 h; 100 = double the neutral-control signal. activation, % at 12.5 µM. hit rate 0.096% among 320,000;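 active means mean replicate activation of at least 60% and every replicate at or above 60%; inconclusive means mean or all-replicate condition met, but not both; inactive means mean below 60% and not all replicates reaching 60%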;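 further: 0% = median plate neutral-control signal and 100% = twice that signal; values of inactives mirror those of a sister screen read the other way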
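Assay system: CHO ldlA[mSR-BI] cells, LDL receptor-null, SR-BI overexpressing; medium: Ham's F12 with 0.5% BSA, HEPES 25 mM, pH 7.4; also added: DiI-HDL 10 µg/mL; timing: 3 h uptake period with compound, 37 °C; signal: DiI fluorescence, bottom read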
Cardiac RTF inh – cardiac RTF calcium desensitization; hit rate 0.12% among 340,000; IANBD-labeled cardiac RTF, Ca2+ fluorescence; AID 493244; inhibition, % at 7.15 µM;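 active means inhibition above the mean inhibition of all tested compounds plus 3 SD, cut at about 17% in these data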;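 further: assay run at fixed EC70 calcium of 1.6 mM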
* marks the source's active call; other numbers are inactive results; ? = inconclusive; nt = no result given.

SMILES	CAL PDZ FP-1	CAL PDZ FP-2	Keap1 Nrf2 FP	cardiac RTF act	Rtt109 HAT inh	DAGLB inh	C-LANA FP	PKA-R2B activ	SR-BI uptake up	Cardiac RTF inh
CCOC(=O)c1c(NC(=O)COC(=O)c2nc(Cl)ccc2Cl)sc2c1CCC2	-2.1	1	-1	5	-9	0	1.8	0	nt	-25
Cc1ccc(S(=O)(=O)N(CC(O)CN2C(=O)NC(C)(C)C2=O)c2cccc([N+](=O)[O-])c2)cc1 (stereo not given)	-1.8	-6	3	-1	7	0	-0.2	-9	4	-5
CCCn1c(N)c(C(=O)CSc2n[nH]c(-c3ccc(C)cc3)n2)c(=O)[nH]c1=O	-3.4	-7	-3	-4	-8	2	-1.3	2	-14	-1
O=C(CCN1C(=O)c2cccc3cccc(c23)C1=O)N1CCN(c2ccccc2F)CC1	-2.7	0	1	-5	nt	0	-1.0	-4	0	0
Cn1c(SCC(=O)NCc2cccs2)nnc1-c1cccs1	-0.6	-3	0	1	-4	0	1.2	-4	8	-15
CC(C)c1ccc(N2CC(C(=O)Nc3nccs3)CC2=O)cc1 (stereo not given)	-0.9	-3	1	-3	11	-6	1.1	6	9	-5
O=C(COC(=O)c1ccccc1Br)Nc1cc(S(=O)(=O)N2CCOCC2)ccc1N1CCCC1	-3.0	-4	1	2	16	-4	0.5	7	-6	5
COc1cccc(NC(=O)CN(C)C(C)C(=O)N2CCCC2)c1 (stereo not given)	1.6	nt	-4	0	-5	0	-1.6	17	18	-7
CCOC(=O)C1(CC2CCCCO2)CCN(C(=O)Nc2ccc3c(c2)OCO3)CC1 (stereo not given)	-1.3	0	-2	2	-2	-1	0.9	8	-21	-12
O=C(OCCCc1cc2ccccc2c(=O)o1)c1ccc(C(F)(F)F)cc1	-0.1	2	-5	-3	8	-19	-2.4	2	11	8
CC1(C)CC(=O)C(C=NCC(O)c2ccccc2)=C(O)C1 (stereo not given)	-1.0	-4	-1	1	-1	-2	-0.9	-4	-4	-9
Cc1ccc(-n2c(Cc3ccccc3)nnc2SCC(=O)NNC(=O)Cc2ccccc2)cc1	-3.1	nt	-6	0	13	0	1.8	2	26	-3
CC(C)(C)OC(=O)N1CCN(CCNC(=O)c2ccccc2)CC1	-0.3	0	-3	1	-2	0	-1.8	-8	?	-14
CN(C(=O)COC(=O)CCC(=O)c1ccc(Cl)cc1)c1c(N)n(Cc2ccccc2)c(=O)[nH]c1=O	-0.8	-14	-7	1	9	1	1.6	-6	-1	-3
O=C(O)CC(SCC(=O)Nc1ccc(S(=O)(=O)N2CCCC2)cc1)C(=O)O (stereo not given)	0.7	1	-9	12	6	-3	-0.3	3	5	-4
O=C(CSc1nnc(Cc2ccccc2)o1)NCCc1ccccc1	-1.4	1	5	6	nt	-1	-1.5	2	44	-2
O=C(CN1C(=O)C2CCCCC2C1=O)N1CCN(c2ccc(F)cc2)CC1 (stereo not given)	0.3	7	2	-3	0	-1	-1.7	-1	-4	-11
Nc1ccc(S(=O)(=O)Nc2nccs2)cc1	1.1	nt	-2	-6	5	-1	1.0	-9	5	5
CCN(Cc1ccncc1)C(=O)C1CCC(=O)N(Cc2ccc(Cl)cc2)C1 (stereo not given)	-0.5	1	-3	-1	-1	2	-0.2	-2	15	-5
C=CCOc1c(Cl)cc(CNc2nccs2)cc1OC	0.2	-1	-7	2	-6	-4	1.1	0	0	-6
Cc1ccc(S(=O)(=O)CC(=O)N2CC(C)OC(C)C2)cc1 (stereo not given)	0.4	-4	4	-5	1	-2	-1.5	0	47	-1
CCN(CC)CCCNc1ccc2ncn3c4ccc(O)cc4c(=O)c1c23	3.1	-6	108*	292*	8	-45	147*	-9	14	-340
CCOc1ccc(C(C)=O)cc1Cn1c(=O)oc2ccccc21	-0.4	4	1	-7	2	2	0.3	2	0	3
CN(C(=O)COc1ccc(Cl)cc1Cl)c1nnc(C23CC4CC(CC(C4)C2)C3)s1	-1.0	nt	3	-3	4	2	0.3	-6	-4	-9
O=C(Nc1nc(-c2cccc3ccccc23)cs1)c1ccc2c(c1)S(=O)(=O)c1ccccc1C2=O	-0.8	-1	-4	14	-2	2	-0.4	-6	-73	-10
C=C(C)[C@@H]1CC=C(CN2CCC(CCOC)(C(=O)OCC)CC2)CC1	-1.7	nt	0	7	-2	0	-0.3	2	21	4
CC1CN(C(=O)CCC(=O)NCCCc2ccccc2)c2ccccc2O1 (stereo not given)	-0.2	nt	-2	1	-4	0	0.8	-9	20	0
CCOc1ccc(NC(=O)C2C(c3ccccc3)C2(Cl)Cl)cc1 (stereo not given)	-0.6	-6	-5	6	-2	-5	2.2	-12	-14	-7
O=C(Nc1ccc(N2CCOCC2)nc1)c1ccc(Cl)cc1	-1.5	nt	-4	-4	-4	0	0.5	4	13	0
O=C(CCS(=O)(=O)Cc1cccc(Cl)c1)NCCc1ccccc1	-0.8	7	-4	-9	0	0	-3.1	-6	nt	-10
CC(c1ccccc1)N1C(=O)OC(C)(C)C1(C)O (stereo not given)	-0.8	-1	1	5	-1	-3	-2.2	0	17	2
CCn1c(CNC(=O)C2CCCCC2)cc2ccccc21	1.9	4	-2	6	4	-3	1.0	-1	-24	-5
CC1CCN(Cc2nnnn2-c2ccc(Cl)cc2)CC1	-1.0	2	-2	-4	-17	-5	-0.1	-5	46	-9
CCCCN(C)CCNC(=O)CN1C(=O)CSc2ccc(S(=O)(=O)N3CCOCC3)cc21	-1.8	1	-2	0	0	-1	-0.2	5	6	-2
CN1CCN(NC(=O)c2ccc(Cl)c([N+](=O)[O-])c2)CC1	-0.7	3	5	-4	-3	1	-1.4	-3	0	-4
Cc1ccc(S(=O)(=O)N2CCN(C(=O)COC(=O)COc3ccccc3)CC2)cc1	-1.0	-1	-2	4	9	-2	1.2	2	-7	-12
COC(C(=O)Nc1ccccc1C(=O)N1CCOCC1)c1ccccc1 (stereo not given)	-3.1	1	5	2	-9	3	-0.5	4	-14	-6
COc1ccc(CC(=O)OCC(=O)Nc2ccc(F)cc2)cc1	-3.0	-1	-3	-1	-18	0	0.2	-4	21	-10
CCOC(=O)Cn1nc(NC(=O)c2cc(OC)cc(OC)c2)cc1C	0.5	-16	-2	-7	4	0	-2.4	8	-38	3
Cc1ccccc1CN(c1ccc(C(N)=O)cc1)S(C)(=O)=O	-1.6	nt	3	-2	2	1	-0.7	9	5	-2
Cc1cc(C)n2nc(C(=O)Oc3ccc4c(c3)OCO4)nc2n1	0.2	1	-5	7	-3	2	0.1	7	-4	7
CC(C)C[C@H](NC(=O)N1CCn2c1nc1ccccc12)C(=O)NCc1ccc2c(c1)OCO2	-0.7	2	-8	1	5	-1	0.6	1	3	1
Cn1cccc1CNCC(O)c1ccccc1 (stereo not given)	-1.8	-7	-4	4	21	-6	0.4	-7	18	-4
O=C(C[n+]1ccccc1)Nc1nc2ccccc2s1	-0.4	-2	0	6	-2	0	-0.5	-11	-13	-10
COc1ccc(Nc2nc3ccccc3n3cnnc23)cc1	-2.8	60*	-2	10	-9	1	-0.4	-7	-3	-10
CCCCCCP(=O)(O)c1ccccc1	-1.7	0	3	0	nt	1	0.4	-13	33	1
CC(C)N1CCN(Cc2ccc(C#CC(C)(C)O)s2)CC1CCO (stereo not given)	0.0	-3	-2	4	1	-1	0.0	-9	-5	-8
O=C(O)c1cccc(Oc2ccc(C(=O)O)c([N+](=O)[O-])c2)c1	-1.7	nt	-8	-6	0	0	1.4	-3	-34	-3
O=C(CN1CCN(c2ccccc2O)CC1)Nc1ccc2c(c1)OCCCO2	-0.5	2	-3	0	-2	0	1.5	-5	-23	-3
CCc1ccc(OCc2nnc(SCC(=O)N3CCOCC3)o2)cc1	-2.4	-2	4	-2	1	0	0.1	5	16	-5
COc1ccc(Nc2cc(C)nc3ncnn23)cc1	0.0	-5	-1	0	4	-1	0.5	-4	37	-4
COc1ccc(-c2ccc(-c3cc(=O)oc4cc(OC)c(OC)c(OC)c34)cc2)cc1F	-0.1	-4	-5	2	1	-1	-1.8	-6	4	-3
O=c1ccn(Cc2ccccc2Cl)cc1	-2.5	0	-1	3	-1	3	-0.2	-7	20	-5
CCc1nnc(NC(=O)C2CC(=O)N(Cc3ccco3)C2)s1 (stereo not given)	0.0	-5	1	-6	-10	0	-1.6	0	9	1
COc1ccc(CNC(=O)c2csc(Cc3ccc(OC)cc3)n2)cc1	-1.3	-4	-2	-2	-3	-4	-0.8	-5	32	1
O=C(NCc1ccc2c(c1)OCO2)c1cccc(Cl)c1	-1.5	-4	-1	-4	4	0	-1.3	-3	3	-3
Cc1cccc(C)c1NC(=O)CSc1nnnn1C	-0.4	-1	-4	1	5	-1	0.4	-6	-2	2
Cn1c(=O)c2c(nc(NCc3ccccc3)n2C)n(C)c1=O	-0.2	-3	-5	-4	6	1	0.8	0	nt	-6
O=C(COC(=O)c1ccccc1-n1cnnn1)c1ccc(Br)cc1	-0.5	-1	4	5	2	2	-0.4	-1	-14	-6
Cc1ccc(C(=O)N(Cc2nc(-c3ccc(C)cc3)no2)C(C)C)cc1	-0.3	2	-3	1	-7	-8	-0.3	-1	9	-2

Remaining list, next part
SMILES	CAL PDZ FP-1	CAL PDZ FP-2	Keap1 Nrf2 FP	cardiac RTF act	Rtt109 HAT inh	DAGLB inh	C-LANA FP	PKA-R2B activ	SR-BI uptake up	Cardiac RTF inh
Cc1cc(C)n2c(SCc3ccc(Cl)cc3Cl)nnc2n1	-0.3	0	-6	2	-4	-6	-2.2	-3	-16	-6
Cc1cc(C)n(-c2ccc(Cl)c(C(=O)OCC(N)=O)n2)n1	0.0	0	-7	5	1	-6	-1.1	2	18	-5
CCN(CC(=O)Nc1ccccc1OC)C(=O)CN1C(=O)NC(C)(c2ccc3ccccc3c2)C1=O (stereo not given)	-0.7	nt	1	-3	10	3	-0.7	2	-54	-7
O=C(NC1CCS(=O)(=O)C1)c1cccc(S(=O)(=O)N2CCCCC2)c1 (stereo not given)	0.4	-3	-1	-4	3	-1	2.6	-1	22	8
CC(=O)c1ccccc1OCC(O)Cn1ccnc1 (stereo not given)	-0.6	-6	-9	6	-13	-2	-2.2	-12	-14	-8

Only Rtt109 HAT inh, DAGLB inh and C-LANA FP (3 entries from above):
smiles,Rtt109 HAT inh,DAGLB inh,C-LANA FP
O=C(NC1CCS(=O)(=O)C1)c1cccc(S(=O)(=O)N2CCCCC2)c1 (stereo not given),3,-1,2.6
Cc1cc(C)n2c(SCc3ccc(Cl)cc3Cl)nnc2n1,-4,-6,-2.2
CCN(CC(=O)Nc1ccccc1OC)C(=O)CN1C(=O)NC(C)(c2ccc3ccccc3c2)C1=O (stereo not given),10,3,-0.7
